# 14-3-3 PPI: alters human 14-3-3 gamma binding to Raf peptide | 0.19% of 160,000 active | P61981 | FP, 14-3-3gamma / TMR-pS259-Raf peptide binding | inhibition, % at 40 µM | AID 422; in the data active = inhibition above about 30%;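 also: 0% = protein plus tracer without compound and 100% = blank with tracer alone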
# Target sequence (P61981 whole entry, looked up): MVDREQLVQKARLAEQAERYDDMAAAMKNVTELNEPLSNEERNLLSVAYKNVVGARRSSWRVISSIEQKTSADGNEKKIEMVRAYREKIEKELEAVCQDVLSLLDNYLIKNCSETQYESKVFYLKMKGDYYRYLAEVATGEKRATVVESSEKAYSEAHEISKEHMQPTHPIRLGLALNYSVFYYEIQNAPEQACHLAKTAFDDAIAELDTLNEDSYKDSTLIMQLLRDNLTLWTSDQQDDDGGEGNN
# * marks the source's active call; other numbers are inactive results; & = joins results of further samples. These rows are one share of the data (hit frequency here may not be typical).
SMILES,14-3-3 PPI
N#CC1=C(N)C(C#N)(C#N)C2(CCC3(CC2)OCCO3)C2CC3(CC=C12)OCCO3 (centres undefined),0
CCOC(=O)c1sc(NC(=O)COc2ccc(C(C)(C)C)cc2)nc1C,-2
O=C(CCS(=O)(=O)c1ccc(Br)cc1)N1CCN(c2ccccn2)CC1,-16
COCCNS(=O)(=O)c1cc(F)ccc1OC,7
CCC(C)N1C(=O)C2C(C(=O)Nc3cccc(Cl)c3)C3C=CC2(O3)C1C(=O)NC1CCCCC1 (centres undefined),1
COc1cc(C2Nc3ccccc3NC3=C2C(=O)CC(c2cccs2)C3)cc(OC)c1OC (centres undefined),0
Cc1cccc(NC(=O)c2c(NC(=O)C(C)(C)C)sc3c2CCCCC3)c1,-15
COc1cccc(NC(=O)CN2CCCN(S(=O)(=O)c3ccc(F)cc3)CC2)c1,-6
O=C(CSc1nc2ccccc2o1)c1ccc(Cl)cc1,0
COc1ccc(C)cc1NC(=O)CN1CCN(c2nc(C)cc(C)n2)CC1,-1
Cc1ccc(C(=O)c2ccc(C)cc2)cc1,-4
O=C(COc1ccccc1[N+](=O)[O-])Nc1ccc2oc(-c3cccnc3)nc2c1,-13
O=C(NCc1cccnc1)c1ccc(Sc2ccc(F)cc2)c([N+](=O)[O-])c1,1
CCCCCCSc1nc2c(c(=O)[nH]c(=O)n2C)n1Cc1ccc(C)cc1,2
Cc1ccnc(NC(=O)c2c(O)c3cc(F)cc4c3n(c2=O)C(C)CC4)c1 (centres undefined),-2
CN(c1ccccc1)S(=O)(=O)c1ccc(Cl)c(C(=O)Nc2ccccc2O)c1,1
CCOc1ccccc1C1C(C(N)=O)=C(C)Nc2nc(-c3ccc(OC)cc3)nn21 (centres undefined),1
Cc1ccc(S(=O)(=O)N2CCN(S(C)(=O)=O)C2)cc1,6&4
CCn1c(SCC(=O)Nc2nnc(C)s2)nnc1-c1ccncc1,-6
N#CC1=C2SCN(Cc3ccco3)CN2C(=O)CC1c1ccc(Cl)cc1 (centres undefined),-3
O=C(Nc1c(C(=O)N2CCCCC2)cnn1-c1ccccc1)c1ccc([N+](=O)[O-])cc1,-3
CC(C)C1NC(=S)N(C2CCCCC2)C1=O (centres undefined),1
COc1cc(NC(=O)CCc2nc(-c3ccccc3F)no2)cc(OC)c1OC,-10
CCC1=NN(C(=O)COc2ccc(Cl)c(C)c2)C(O)(C(F)(F)F)C1 (centres undefined),-3
CS(=O)(=O)c1sc2nc3c(cc2c1N)CCCC3,-6
# Carrying on.
SMILES,14-3-3 PPI
COc1ccc(CCNC(=O)CN(C2CCCCC2)S(C)(=O)=O)cc1OC,2
CC(C)(C)NC(=O)NC(=O)COc1ccccc1C#N,-2
O=C(CSc1nc2ccccc2c(=O)[nH]1)N1CCOCC1,-1&-5
CC(C)Cn1cc(C(=O)NCCN2CCOCC2)c2c3ccccc3n(C)c2c1=O,-4
O=C(Cn1c(=O)n(Cc2ccc3c(c2)OCO3)c(=O)c2ccccc21)Nc1ccc(F)cc1,1
Cc1ccc(-c2cc(-c3ccccc3Cl)[nH]n2)c(O)c1,-3
CC1C2CC(C(CN(C)C)/C2=N/O)C1(C)C (centres undefined),-2
CCOC(=O)c1cnc2c(C(F)(F)F)cccc2c1NCc1ccco1,-5
C=CCSc1nnc2c(n1)OC(c1ccc(-c3cccc([N+](=O)[O-])c3)o1)Nc1ccccc1-2 (centres undefined),-149
COC(=O)CNC(c1ccccc1)c1cc(Br)ccc1NC(=O)c1ccc(Br)cc1 (centres undefined),-5
Cc1ccc(Oc2nc3c(c(=O)n(Cc4ccccc4F)c(=O)n3C)n2C)cc1,0
O=C(CSc1nc(-c2cccs2)cc(C(F)(F)F)n1)NCCCN1CCOCC1,-8
O=C(CSc1nc2ccccc2c(=O)n1CC1COc2ccccc2O1)NC1CCCC1 (centres undefined),2
Cc1ccc(NC(=O)c2sc3ncnc(N4CCC(C)CC4)c3c2C)c(Br)c1,9
CC(C)C(=O)Nc1ccc(C(=O)NCc2cccnc2)cc1,4
CCc1oc(C(=O)OC)cc1CSC(=N)N,2
CCCCc1ccc(NC(=O)Cc2nn(C)c(=O)c3ccccc23)cc1,-3
C#CCN1C(C)=C(C(=O)OC)C(c2cccc([N+](=O)[O-])c2)C(C(=O)OCC)=C1C (centres undefined),-1
O=C(CSc1nc2ccccc2s1)N1CCN(C(=O)c2ccco2)CC1,2
Cc1ccc(C(=O)Nc2ccc3c(c2)OCO3)cc1S(=O)(=O)N1CCCC1,-2
CCCOc1ccc(C2C(=O)N(C3CCCCCC3)CC(=O)N2C2CCCC2)cc1OC (centres undefined),-4
Cn1c(=O)[nH]c(=O)c2c1nc1n2CCCS1,3
CC(Cc1c[nH]c2ccccc12)N1C(=O)CCC1=O (centres undefined),-17
Cn1c(CNc2nc(-c3ccccc3)cs2)nnc1SCC(=O)OC1CCCCC1,-1
Cc1ccc(Cn2c(Cc3ccccc3)nc3ccccc32)cc1,-23

# Some of these compounds in order of number of heavy atoms, low to high.
SMILES,14-3-3 PPI
Cn1c(=O)[nH]c(=O)c2c1nc1n2CCCS1,3
CC(Cc1c[nH]c2ccccc12)N1C(=O)CCC1=O (centres undefined),-17
CC(C)(C)NC(=O)NC(=O)COc1ccccc1C#N,-2
O=C(CSc1nc2ccccc2c(=O)[nH]1)N1CCOCC1,-1&-5
CC(C)C(=O)Nc1ccc(C(=O)NCc2cccnc2)cc1,4
Cc1ccc(Cn2c(Cc3ccccc3)nc3ccccc32)cc1,-23
CCOC(=O)c1cnc2c(C(F)(F)F)cccc2c1NCc1ccco1,-5
COc1ccc(CCNC(=O)CN(C2CCCCC2)S(C)(=O)=O)cc1OC,2
Cc1ccc(NC(=O)c2sc3ncnc(N4CCC(C)CC4)c3c2C)c(Br)c1,9
Cc1ccc(Oc2nc3c(c(=O)n(Cc4ccccc4F)c(=O)n3C)n2C)cc1,0
COC(=O)CNC(c1ccccc1)c1cc(Br)ccc1NC(=O)c1ccc(Br)cc1 (centres undefined),-5
CCCOc1ccc(C2C(=O)N(C3CCCCCC3)CC(=O)N2C2CCCC2)cc1OC (centres undefined),-4
C=CCSc1nnc2c(n1)OC(c1ccc(-c3cccc([N+](=O)[O-])c3)o1)Nc1ccccc1-2 (centres undefined),-149

# 3 compounds out of the list above, arranged by the value under 14-3-3 PPI, highest first.
structure	14-3-3 PPI
Cn1c(=O)[nH]c(=O)c2c1nc1n2CCCS1	3
C#CCN1C(C)=C(C(=O)OC)C(c2cccc([N+](=O)[O-])c2)C(C(=O)OCC)=C1C (centres undefined)	-1
Cc1ccc(C(=O)Nc2ccc3c(c2)OCO3)cc1S(=O)(=O)N1CCCC1	-2

# Going on with the list.
SMILES,14-3-3 PPI
CCc1ccc(CNCc2ccccc2OC)cc1,1
Cc1cc(Br)ccc1NC(=O)CCCN1C(=S)NC(C)(C)CC1C (centres undefined),3
CCOC(=O)C1=C(C)Nc2nc(C)nn2C1c1cc(OC)ccc1OC (centres undefined),6
Cc1cc(NC(=O)CSc2nnc(-c3ccc(Cl)s3)o2)no1,-10&1
Cc1nc2c3c(-c4ccccc4)nc(N4CCOCC4)nc3nn2c(C)c1CCC(=O)O,-2
CN(C)/C=c1\sc2c(C#N)cc(C(=O)c3ccc(Br)cc3)n2c1=O,-29
CCOC(=O)C1=C(C)NC(=S)N(C(C)=O)C1c1ccccc1F (centres undefined),6
CN1CCN(C(=O)c2cnn3c(C(F)F)cc(C4CC4)nc23)CC1,3
O=C1CSC(c2ccccc2[N+](=O)[O-])N1C1CCCCC1 (centres undefined),-11
Cc1ccc(C)c(OCCOCCN2CCOCC2)c1,-4
O=C(Oc1ccc(-c2ccccc2)cc1)c1cccc2c1NC(C(=O)O)C1CC=CC21 (centres undefined),-73
CCN1/C(=C/C(C)=O)Sc2ccc(OC)cc21,-7&-20
COc1ccccc1N=c1oc2c(OC)cccc2cc1C(=O)Nc1nccs1,-2
O=C(O)CCC(=O)Nc1ccc(N2CCCCC2)c(C(=O)O)c1,-4
CCOc1ccc(-n2c(=O)c3c(C)c(C)sc3n(CC(=O)N3CCCC3)c2=O)cc1,-2
O=C(NCc1ccc2c(c1)OCO2)c1ccc(Cn2c(=S)[nH]c3ccccc3c2=O)cc1,5
N#Cc1ccc(COC(=O)Cn2nnc(-c3ccccc3)n2)cc1,-4
CCOC(=O)c1ccccc1Oc1cc([N+](=O)[O-])cc2c1C(=O)Nc1ccccc1O2,-70
COc1ccc(/C(O)=C2\C(=N)N(c3ccccc3Cl)C3=C(C(=O)CCC3)C2c2ccc3c(c2)OCO3)cc1 (centres undefined),-15
COc1ccc(Cl)cc1C(=O)n1nc(C)cc1C,12
C=CCOC(=O)C1=C(C)N=C2SCCC(=O)N2C1c1ccccc1F (centres undefined),-2
COc1ccccc1OCC(O)Cn1c(=N)n(CCN2CCCCC2)c2ccccc21 (centres undefined),-1
COc1ccc(-c2noc(CN(C)S(=O)(=O)c3ccc(C)cc3)n2)cc1,-11
CC(C)C(=O)NCCc1nc2ccccc2n1C,-7
COc1ccc(C2C(C(=O)Nc3ccc(F)cc3)c3ccccc3C(=O)N2c2ccc(OC)cc2)cc1 (centres undefined),16
# Continuation:
SMILES,14-3-3 PPI
Cc1ccccc1NC(=O)c1c(N)sc2c1CCCC2,-57
O=C1C(=O)N(CCCn2ccnc2)C(c2cccnc2)/C1=C(\O)c1ccccc1 (centres undefined),-6
CS(=O)(=O)N1CCC(C(=O)NCc2ccc(F)cc2)CC1,-3
O=C(CSc1n[nH]c(-c2ccncc2)n1)NCCc1ccccc1,0
C=CCNC(=O)c1ccccc1Cl,5
CCOc1ccc(NC(=O)CCN2CCOCC2)cc1,-8
COc1ccc(C2CC(C(F)(F)F)n3nc(C(=O)N4CCSCC4)cc3N2)cc1 (centres undefined),6
S=C1NCN(CCc2ccccc2)CN1CC1CCCO1 (centres undefined),3
CC(=O)c1c(C)oc2c(Br)cc(NS(=O)(=O)c3cc(C)c(C)cc3C)cc12,4
COc1ccc(CCC(=O)Nc2ccc(-c3noc(-c4cccs4)n3)cc2)cc1,-9
CC1CCN(S(=O)(=O)c2ccc3ncn(CC(=O)N4CCN(c5cccc(Cl)c5)CC4)c(=O)c3c2)CC1,0
Cc1ccccc1Nc1nc(C2(C)CC3(CC(COCCC(C)C)OC3=O)C(=O)O2)cs1 (centres undefined),6
CC1CN(c2nc3ccccn3c(=O)c2/C=C(\C#N)S(=O)(=O)c2ccccc2)CC(C)O1 (centres undefined),-14
CN(C)S(=O)(=O)c1ccc(/C(O)=C2\C(=O)C(=O)N(CCN3CCOCC3)C2c2ccco2)cc1 (centres undefined),-9
COc1ccc(C(=O)N2c3cc4c(cc3C(C)=CC2(C)C)OCO4)cc1,-9
CCOc1ccc(S(=O)(=O)N=C2C=CC(=O)c3ccccc32)cc1,-54
O=C(COc1ncnc2sccc12)Nc1ccc2c(c1)OCCO2,-13
CCOc1ccc(CCNC(=O)c2cc([N+](=O)[O-])ccc2Cl)cc1OCC,-6
Cc1csc(NC(=O)CNC(=O)OCc2ccccc2)n1,-3
CCOc1ccc(-c2cc(C)c3c(ccc4ccccc43)n2)cc1,0
CC12CC(NC(=O)N1c1ccccc1C(F)(F)F)c1cc(Br)ccc1O2 (centres undefined),0
Clc1cnc(C(Cl)(Cl)Cl)c(Cl)c1Cl,-17
CCOc1cccc(C2Nc3ccccc3NC3=C2C(=O)CC(c2ccc(Cl)cc2)C3)c1 (centres undefined),-2
CCOc1ccc(Nc2nc(-c3ccc([N+](=O)[O-])cc3)nc3ccccc23)cc1,6
Cc1ccc2c(c1)N(CC(=O)NCc1ccccc1Cl)C(=O)CO2,-6
# Following part:
SMILES,14-3-3 PPI
CC(=O)c1cccc(NC(=O)N2CCc3ccccc3C2)c1,-5
COc1ccc(Nc2c(-c3ccc(C)o3)nc3ccc(Br)cn23)cc1,3
Cc1ccccc1NC(=O)c1cc(S(=O)(=O)N2CCOCC2)cs1,-3
CCCCC(CC)C(=O)Nc1ccccc1C#N (centres undefined),5
CC(=O)Nc1ccccc1O,0
COc1ccc(CC(NC(C)=O)C(=O)NC2CCN(C(=O)Nc3ccc(C#N)cc3)CC2)cc1OC (centres undefined),-2
CC1=C(C(=O)OCc2ccccc2)C(c2cccc(Br)c2)C2=C(CC(C)(C)CC2=O)N1 (centres undefined),3
COc1ccc(C(=O)/C=C/Nc2cccc(C)n2)cc1OC,2
CCC(C)NC(=O)Cn1c(=O)n(-c2cccc(OC)c2)c(=O)c2sccc21 (centres undefined),2
CCCCNc1cc(=O)n(C)c(=O)n1C,-6&-4
N#Cc1cc2c(nc1SCC(=O)c1ccc(Br)cc1)CCC2,-26
O=C(CSc1nc2cc3c(cc2c(=O)n1Cc1ccco1)OCO3)c1ccc(Cl)cc1,-7
Cc1ccc(NC(=O)c2ccccc2NC(=O)c2cc(Cl)ccc2[N+](=O)[O-])c(C(=O)c2ccccc2)c1,15
COc1ccc(CNC(=O)c2cnc3n(c2=O)CCS3)cc1,-2&-5
CC(C)OC(=O)c1c(NC(=O)c2cc([N+](=O)[O-])nn2Cc2ccccc2)sc2c1CCCC2,-1
CN(C)c1c(CN2CCCCC2)c(=O)oc2ccccc12,-6
CCOC(=O)c1c(C)oc2c1cc(NS(=O)(=O)c1ccc(Cl)c(C)c1)c1ccccc12,-55
CCC1SC2=NC(C)=C(C(=O)OC)C(c3ccc(OC(C)=O)cc3)N2C1=O (centres undefined),-49
NC1CCN(O)C1=O (centres undefined),-12
CCN(CC)CCN1C(=O)C(O)=C(C(=O)c2cccs2)C1c1ccc(C)o1 (centres undefined),-4
CCN1CCN(CCCNC(=O)c2cn(CCOC)c(=O)c3c2c2ccccc2n3C)CC1,3
COc1cccc(Oc2coc3cc(O)ccc3c2=O)c1,-4
CC(N)(C(=O)O)c1cccc(OCc2cccc(F)c2)c1 (centres undefined),6
COc1ccccc1OCCCn1c(C)c(C#N)c2ccccc21,-10
CCCCNC(=O)CN1CCN(Cc2ccccc2C)C1=O,-1
Cc1ccc(-n2ncc(C(=O)O)c2C2CCN(C(=O)OC(C)(C)C)CC2)cc1,7
COc1ccc([N+](=O)[O-])cc1C1NN=C(c2cccc3ccccc23)S1 (centres undefined),-6
Cc1ccc(S(=O)(=O)NCC(=O)OCC(=O)c2cccs2)cc1,-6

# Assay outcomes (PubChem BioAssay)
